# A340 absorber – compound absorbs light at 340 nm. fold change at 10 µM. 65,000 tested, under 10 active. compound absorbance at 340 nm, fold over control. AID 708;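 active means at 10 µM dose, initial 340 nm absorbance at least 2 fold that of control wells; inactive means change under 2 fold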;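 further: initial absorbance extrapolated from kinetic A340 decline of NADH oxidation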
# FXIa mix inh – factor XIa (human) inhibition, mixture screen. P03951. purified FXIa, fluorogenic substrate, pooled mixtures. inhibition, % at 5 µM. 0.19% of 62,000 active. AID 680;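 further: each value is inhibition by a whole ten-compound pool holding the compound; 0% = enzyme with no mixture and 100% = wells lacking enzyme; strong numbers were not always called active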
# FXIIa mix inh – inhibitors of human coagulation factor XIIa, pooled mixtures. purified FXIIa, fluorogenic substrate. inhibition, % at 5 µM. 0.2% of 62,000 active. P00748;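 further: 0% = enzyme without compound and 100% = no enzyme blank; some results filed as inactive read as strong as hits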
# Target sequence (P00748 20-372 limits assumed): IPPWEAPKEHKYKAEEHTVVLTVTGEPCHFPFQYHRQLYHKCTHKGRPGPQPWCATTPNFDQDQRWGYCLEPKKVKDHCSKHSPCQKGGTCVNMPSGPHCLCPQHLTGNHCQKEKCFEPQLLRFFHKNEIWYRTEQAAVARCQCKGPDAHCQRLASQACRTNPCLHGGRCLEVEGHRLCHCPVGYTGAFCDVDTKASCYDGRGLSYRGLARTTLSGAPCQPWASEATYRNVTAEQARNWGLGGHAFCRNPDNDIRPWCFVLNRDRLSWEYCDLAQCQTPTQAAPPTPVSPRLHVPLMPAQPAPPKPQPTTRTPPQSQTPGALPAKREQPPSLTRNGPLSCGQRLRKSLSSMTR
# Target sequence (P00748 373-615 limits assumed): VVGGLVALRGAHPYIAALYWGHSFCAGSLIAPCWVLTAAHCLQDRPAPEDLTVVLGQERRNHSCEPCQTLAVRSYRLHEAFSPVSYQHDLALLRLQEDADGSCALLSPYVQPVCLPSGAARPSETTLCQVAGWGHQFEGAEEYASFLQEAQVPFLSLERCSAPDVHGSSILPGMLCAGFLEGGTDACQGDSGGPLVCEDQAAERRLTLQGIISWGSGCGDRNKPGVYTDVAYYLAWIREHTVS
# CatG inh – blocks human cathepsin G enzyme activity; P08311; purified enzyme, AMC-tetrapeptide fluorescence, pooled mixtures; inhibition, % at 5 µM (by protocol); 0.2% of 62,000 active;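 active means inhibition above 20% in each of the two mixture wells holding the compound; inactive means inhibition of 20% or less in either well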;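 further: 0% = enzyme control without mixture and 100% = blank lacking enzyme; strong numbers were not always called active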
# Target sequence (P08311 21-244 limits assumed): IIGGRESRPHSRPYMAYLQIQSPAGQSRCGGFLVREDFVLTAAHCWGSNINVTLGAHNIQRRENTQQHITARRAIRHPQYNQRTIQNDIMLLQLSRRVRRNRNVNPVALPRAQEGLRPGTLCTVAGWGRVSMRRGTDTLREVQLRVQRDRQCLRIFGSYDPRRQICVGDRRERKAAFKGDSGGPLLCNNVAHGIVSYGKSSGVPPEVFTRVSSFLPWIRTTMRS
# CatB block – blocks human cathepsin B protease activity; P07858; purified cathepsin B, fluorogenic substrate, fluorescence; inhibition, %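 (tested at 10 µM)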; 0.1% of 63,000 active; in the data active means inhibition above about 21%;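 further: 0% = enzyme with no compound and 100% = no enzyme blank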
# C1s block – human complement C1s inhibition; P09871; purified C1s, fluorogenic AMC substrate, pooled mixtures; mean inhibition % of two 10-compound mixtures (stronger effect = higher value), % at 5 µM (by protocol); 0.16% of 62,000 active;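 active means inhibition above 20% in each of the two 10-compound mixture wells holding the compound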;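 further: 0% = enzyme wells lacking compound mixture and 100% = no-enzyme blank wells; some compounds called inactive have numbers as strong as hits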
# CatL block – blocks human cathepsin L protease activity; 0.17% of 58,000 active; inhibition, %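 (tested at 10 µM)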; P07711; purified cathepsin L, fluorogenic substrate, fluorescence; in the data active means inhibition above about 45%;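 further: 0% = enzyme with no compound and 100% = no enzyme blank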
# Target sequence (P07711 114-288 limits assumed): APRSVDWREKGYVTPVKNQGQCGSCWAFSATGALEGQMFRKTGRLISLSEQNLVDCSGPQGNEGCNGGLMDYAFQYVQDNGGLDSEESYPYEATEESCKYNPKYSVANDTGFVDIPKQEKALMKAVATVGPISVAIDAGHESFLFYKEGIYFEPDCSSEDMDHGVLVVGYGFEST
# Target sequence (P07711 292-333 limits assumed): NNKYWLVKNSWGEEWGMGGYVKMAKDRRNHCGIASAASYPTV
# CatS block – human cathepsin S inhibition. P25774. recombinant cathepsin S, AMC dipeptide fluorescence, pooled mixtures. inhibition, %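 (tested at 5 µM per compound within 10-compound mixtures)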. 0.06% of 62,000 active; in the data active means inhibition above about 32%, passing the limit was not always enough; inconclusive means no clear call, values can overlap the other calls;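 further: 0% = enzyme without compound and 100% = blank without enzyme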
# CatB mixtures – human cathepsin B inhibition by mixtures; Purified cathepsin B, AMC dipeptide fluorescence, compound mixtures; inhibition, %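 (ten-compound pools at 5 µM per compound and 50 µM total)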; 0.06% of 62,000 active; AID 488; P07858; in the data active means inhibition above about 22%, passing the limit was not always enough; inconclusive means no clear call, values can overlap the other calls;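 further: 0% = enzyme without compound and 100% = no enzyme blank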
# Numbers without * were called inactive; u = inconclusive; x = not tested or not shown. Unless noted, no stated cut-off is given here; in the data, active means inhibition above about 20% (passing the limit was not always enough); inactive means the rest.
SMILES,A340 absorber,FXIa mix inh,FXIIa mix inh,CatG inh,CatB block,C1s block,CatL block,CatS block,CatB mixtures
O=C(CC12CC3CC(C1)CC(CC(=O)NC1=NCCS1)(C3)C2)NC1=NCCS1,1,-4,-19,-2,-4,-20,21,18,-3
O=C(Cn1c(=O)oc2ccccc21)N1CCN(c2ccccc2)CC1,1,-17,-9,1,-2,-37,12,u,-12
Cc1ccc(C2CC(c3cccc(Br)c3)Nc3nnnn32)cc1 (stereo not given),0.98,4,-1,14,3,13,-2,-4,3
CCOC(=O)CSc1nnnn1-c1cccc2ccccc12,1,-15,6,7,4,-34,19,-6,2
COc1ccc(C)cc1NC(=O)c1cc2c(CO)cnc(C)c2oc1=N,1.1,3,2,-1,3,-8,17,6,-1
CS(=O)(=O)N(CC(=O)Nc1ccccc1C(=O)N1CCOCC1)c1ccc2c(c1)OCO2,1,-7,6,-7,0,-19,-2,10,7
Cc1ccc(-c2ccc(S(=O)(=O)N3CCN(C)CC3)cc2)cc1,1,7,-18,0,5,-3,2,15,0
CCn1c(SCC(=O)Nc2nc(C)cs2)nnc1-c1cccnc1,1,5,-14,3,1,-1,10,1,1
COc1ccc(C2(C(=O)Nc3cc(C)on3)CCOCC2)cc1,0.98,7,-13,12,-4,6,-1,28,6
COc1ccc(OC)c(NC2=NC3(CCCCC3)N=C(N)N2)c1,1,5,12,-1,-5,1,14,-3,2
COc1cc(-c2nc(S(=O)(=O)c3ccc(Cl)cc3)c(N3CCOCC3)o2)cc(OC)c1OC,1.1,0,3,1,3,5,13,3,1
COc1cc(CN(C(=O)c2ccco2)c2ccc(C)cc2)ccc1O,1.1,2,8,-7,-1,-6,-1,0,0
COc1ccc2oc(=O)c(C(=O)N3CCN(c4ccccc4C)CC3)cc2c1,1.1,12,5,-2,-1,0,-5,-2,1
Oc1c(CN2CCN(c3ccccn3)CC2)cc(Cl)c2cccnc12,0.99,18,7,12,3,13,24,10,-1
COc1ccc(C2C(C(=O)N3CCOCC3)c3ccccc3C(=O)N2c2ccc(OC)cc2)cc1 (stereo not given),1,-14,0,14,6,-5,10,5,-2
CC(=O)C1=C(C)NC(SCC(=O)c2ccc(Cl)c(Cl)c2)=C(C#N)C1c1ccco1 (stereo not given),1.1,0,0,8,14,4,24,4,2
CCOC(=O)c1c(C)c(C(=O)NCc2cccs2)c(C)n1CC,1,8,2,33,2,6,0,-2,-1
CC(C)c1nc(SCc2ccccn2)c2c(=O)n(C)c(=O)n(C)c2n1,1,9,-21,9,3,-6,x,4,1
O=C(O)C1CSC(c2ccncc2)N1 (stereo not given),0.99,4,2,8,2,14,3,12,4
CC(=O)NC(O)C(=O)c1ccccc1 (stereo not given),1.1,8,3,-2,-1,-3,5,19,0
CCOC(=O)CSc1nc2c(c(=O)n(Cc3ccccc3Cl)c(=O)n2C)n1C,0.99,5,2,9,5,11,-9,-4,0
COc1cc(NC(=O)c2cccc(Cl)c2)c(OC)cc1NC(=O)CN1CCOCC1,1,-2,10,10,7,-8,1,1,5
CCOC(=O)CNc1c(-c2ccc(F)cc2)nc2cnccn12,1.1,-5,-1,1,-3,-52,-117,1,-7
CC(=O)Nc1ccc(NS(=O)(=O)C(F)(F)F)cc1,0.99,10,4,12,1,13,13,4,2
N#Cc1c(NC(=O)CSc2nnnn2C2CCCCC2)sc2c1CCCC2,1,7,8,2,0,2,7,-1,-1

# In a second layout: entries from further up.
# Results follow in this order: A340 absorber	FXIa mix inh	FXIIa mix inh	CatG inh	CatB block	C1s block	CatL block	CatS block	CatB mixtures
- CCn1c(SCC(=O)Nc2nc(C)cs2)nnc1-c1cccnc1
  1	5	-14	3	1	-1	10	1	1
- CC(=O)NC(O)C(=O)c1ccccc1 (stereo not given)
  1.1	8	3	-2	-1	-3	5	19	0
- Cc1ccc(C2CC(c3cccc(Br)c3)Nc3nnnn32)cc1 (stereo not given)
  0.98	4	-1	14	3	13	-2	-4	3
- CC(=O)C1=C(C)NC(SCC(=O)c2ccc(Cl)c(Cl)c2)=C(C#N)C1c1ccco1 (stereo not given)
  1.1	0	0	8	14	4	24	4	2
- CS(=O)(=O)N(CC(=O)Nc1ccccc1C(=O)N1CCOCC1)c1ccc2c(c1)OCO2
  1	-7	6	-7	0	-19	-2	10	7

# Next section.
SMILES,A340 absorber,FXIa mix inh,FXIIa mix inh,CatG inh,CatB block,C1s block,CatL block,CatS block,CatB mixtures
COc1cccc(-c2cc(C(=O)NCc3ccco3)no2)c1,1,-1,5,9,2,-61,-1,-4,-1
C=CCN1C(=Nc2cccnc2)SCC1(O)c1ccc(C)cc1 (stereo not given),0.98,9,5,10,-1,15,-6,-2,6
CCOn1c(=O)c(=O)n(OCc2ccccc2)c2ccccc21,1.1,-4,2,5,2,-35,0,6,-10
O=C(O)CN(c1ccccc1F)S(=O)(=O)c1ccccc1,1,1,0,6,4,10,x,-5,2
CN1CCN(c2nc3c(c(=O)[nH]c(=O)n3C)n2CCSc2ncccn2)CC1,1,2,2,-12,-1,-39,3,-7,-3
O=C(O)c1ccc(NC(=O)C2CC=CCC2C(=O)O)cc1 (stereo not given),1,-1,0,-6,-3,-32,-6,-22,4
COc1cccc(-c2nnc(SCC(=O)OC(C)C)n2Cc2ccco2)c1,1,2,2,-10,6,-23,-1,7,2
O=C(Cn1[nH]c(=O)c2ccccc2c1=O)NC1CCN(Cc2ccccc2)CC1,1,2,3,-3,1,-7,10,5,0
Cn1c(C(=O)N2CCN(c3nc4ccccc4s3)CC2)cc2sccc21,1,0,3,6,1,-47,-6,12,-1
Cc1nnc(SCC(=O)N2CCN(S(=O)(=O)c3ccc(Cl)cc3)CC2)[nH]c1=O,1,3,-5,1,1,1,11,1,7
CCCC(NS(=O)(=O)c1ccc(OC)cc1)C(=O)O (stereo not given),1,3,10,-2,-1,-14,6,13,2
Cc1ccc(S(=O)(=O)NCCCNC(=O)N2CCOCC2)cc1,0.98,2,-16,8,1,3,5,-6,-10
Cc1occc1C(=O)Nc1cc(=O)n(C)c(=O)n1C,1.1,7,12,8,5,7,24,1,0
CNC(=O)n1ccc(C(=O)N2CCCCC2)n1,1.1,-3,3,11,5,-6,17,13,5
Cc1nnc(NC(=O)c2ccccc2Br)s1,1,7,4,1,4,1,-6,3,2
CCOC(=O)c1cn(CC)c2cc(N3CCSCC3)c(F)cc2c1=O,1.1,2,-20,-3,-2,-3,-11,8,1
O=C(c1cnccn1)N(c1ccccc1)C1(C(=O)NC2CCCC2)CCCCC1,0.99,-15,-19,1,3,-38,5,7,-9
O=C(CN1CCN(Cc2ccc(Cl)cc2)C1=O)NCCN1CCCC1,1.1,8,5,2,1,2,x,2,0
CCOc1ccc(C2CC(c3cccc(OC)c3)Nc3ncnn32)cc1 (stereo not given),1,2,3,9,3,13,7,10,-2
COc1cc(-c2nc3n(n2)C(c2cccc(OC)c2OC)C2=C(CCCC2=O)N3)cc(OC)c1OC (stereo not given),1,2,7,3,6,2,10,1,3
CC(=O)Nc1ccccc1N(C)S(=O)(=O)c1ccc(C)cc1,1,3,-18,-2,4,5,-2,3,0
COc1ccc(N2CCN(S(=O)(=O)c3ccc(C(=O)NC4CCCC4)cc3)CC2)cc1,1,6,4,-1,-1,-2,x,1,-2
O=C(Nc1cccc(Cl)c1N1CCCC1)c1ccc(Br)o1,1,9,-4,12,2,17,-6,-3,6
COc1ccccc1-c1nnc(SCC(=O)NCc2c(C)c(Cl)cc(C(C)C)c2O)o1,1,1,-1,8,4,-6,11,4,0
O=C(Cn1cccc1)Nc1ccc(OC(F)(F)F)cc1,0.97,4,-2,0,8,-4,1,5,2

# Next part
SMILES,A340 absorber,FXIa mix inh,FXIIa mix inh,CatG inh,CatB block,C1s block,CatL block,CatS block,CatB mixtures
COC(=O)C1=C(C)N(C)C(C)=C(C(=O)OC)C1c1ccncc1,1.1,2,-12,10,1,11,x,-5,2
CC(=O)N1CCN(c2ccc(NC(=O)COc3ccc(Cl)cc3Cl)cc2)CC1,1,1,2,8,1,11,17,0,2
S=c1nc(C2CC2)[nH]c2ccccc12,1,-7,11,4,2,-50,8,-7,-12
O=S(=O)(c1ccc(F)cc1)N1CN(Cc2ccco2)c2nc3ccccc3nc21,x,5,5,8,0,10,-8,u,4
CN(C(=O)c1ccccc1)C1(C)CCS(=O)(=O)C1 (stereo not given),1,4,3,5,-1,-43,-5,11,1
CCn1cc(Br)c(C(=O)Nc2cccc(SC)c2)n1,1,-1,-20,-3,1,1,-2,-6,0
CCOC(=O)N1CCC(NCCNC(=O)c2ccccc2)CC1,1.1,3,6,-1,-1,1,1,0,0
O=C(O)C1C2CCC(C2)C1C(=O)Nc1nc2ccccc2s1 (stereo not given),1.1,5,0,12,3,14,10,14,6
Cc1ccc(OCCCC(=O)Nc2ccc(S(=O)(=O)Nc3cc(C)on3)cc2)cc1,1,8,1,-4,0,-2,-1,19,3
CCOc1ccc(C(=O)CSc2nnc(N)s2)cc1,1,7,4,9,0,10,6,-3,3
O=C(CN1CCN(S(=O)(=O)c2ccc(Br)cc2)CC1)Nc1ccc2c(c1)OCCO2,1,6,6,0,-4,-1,0,-5,1
COc1ccc(OC)c(NC2=NC3(CCCC3)N=C(N)N2)c1,1.1,16,7,8,5,13,10,9,7
CC(=O)Oc1ccc(-c2ccc(C(=O)O)cc2)cc1,1.1,7,1,2,2,10,8,-7,4
COc1ccc(C(=O)COc2ccc(NC(C)=O)cc2)cc1,1,0,3,-4,-1,-31,-5,-4,4
COc1cc(COCC(O)CN2CCOCC2)cc(OC)c1OC (stereo not given),0.96,6,6,10,5,15,16,1,-2
COc1ccc(Nc2cc(C(=O)NCCCN3CCN(C)CC3)c3ccccc3n2)cc1OC,1.1,1,9,-11,1,-19,-8,-7,-2
Cc1ccccc1C(=O)Nc1c(C(=O)N2CCCC2)cnn1-c1ccccc1,0.98,9,0,11,-1,22,1,11,3
CCC1CCCCN1CCNS(=O)(=O)c1ccc2c(c1)CCN2C(C)=O (stereo not given),1,6,-16,9,5,15,13,6,1
CCCc1cc(C(=O)Nc2ccc(C)cc2)no1,1,9,1,-4,0,-5,x,23,2
CC(=O)NC1CC2CCCC(C1)N2CC(=O)Nc1ccccc1 (stereo not given),1,-9,-13,-13,1,-18,0,14,-2
Cc1cc(C)c2cc(C#N)c(SCC(=O)NCC3CCCO3)nc2c1 (stereo not given),1,8,10,0,-4,-2,-2,-1,-5
Cc1cccc(NC(=O)Cn2cnc3sc(C)c(S(=O)(=O)N4CCC(C)CC4)c3c2=O)n1,1,9,-7,25,4,-8,-2,-6,7
COc1cccc(-n2c(Cc3cc(=O)[nH]c(=O)[nH]3)nnc2SCC(=O)N2CCCCC2)c1,1.1,3,6,11,0,17,10,-2,5
O=C(NC1CCCCC1)N(Cc1ccccc1)Cc1ccco1,1,-1,0,-16,-2,-14,-4,4,2
COCCNC(=O)C(c1ccc(C)o1)N(C(=O)c1snc(C(N)=O)c1N)c1cc(C)cc(C)c1 (stereo not given),1,-2,8,6,8,-24,5,10,1

# (further entries)
SMILES,A340 absorber,FXIa mix inh,FXIIa mix inh,CatG inh,CatB block,C1s block,CatL block,CatS block,CatB mixtures
Cc1nc2ccccc2n1S(=O)(=O)c1ccc(S(=O)(=O)N2CCCCCC2)cc1,1,5,-1,8,-1,11,-5,-4,2
O=C(Nc1ccccc1Oc1ccccc1)c1ccc(Br)o1,1,0,5,8,3,-15,-2,6,2
COc1ccc(C2CCCN2C(=O)Nc2cccc(C(C)=O)c2)cc1OC (stereo not given),1,-4,-2,3,6,-2,19,5,1
O=C1C=C(NCc2ccc(Cl)cc2)CC(c2ccco2)C1 (stereo not given),1,-1,8,-14,3,-15,2,11,6
COc1ccc(-c2noc(CCC(=O)NCC3CCN(Cc4cccc(C)c4)CC3)n2)cc1,1,9,-23,8,3,13,19,-3,0
c1csc(-c2nnsc2-c2nc3ccccc3[nH]2)c1,1,9,-15,6,3,8,0,-2,6
CCOC(=O)COc1ccc2c3c(c(=O)oc2c1C)CCC3,1.1,1,-4,-7,4,-32,19,12,0
Cc1cc(=O)oc2cc(Oc3ncccn3)ccc12,1,0,6,-11,1,-14,5,30,0

# These rows are one share of the data; count on the stated rates, not on these rows.
